Fam108B counter = blocks mouse Fam108B hydrolase in RBBP9 counter-screen. recombinant Fam108B, FP-Rh probe fluorescence polarization. inhibition, % at 9.51 µM. 300,000 compounds, 0.33% hits. AID 1947;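 active means inhibition above the screen mean inhibition plus 3 SD, computed separately per campaign, cut at about 18% in these data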;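 further: inhibitors lower polarization as less probe binds the enzyme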
pPAFAH inh = inhibitors of human plasma PAF acetylhydrolase (pPAFAH); 330,000 compounds, 1.5% hits; recombinant pPAFAH, FP-rhodamine probe fluorescence polarization; inhibition, % at 3.39 µM;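 active means inhibition above the mean inhibition across the screen plus 3 SD, cut at about 25% in these data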;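 further: inhibitors block binding of the rhodamine activity-based probe so polarization drops; 0% = enzyme with DMSO and 100% = wells lacking pPAFAH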
MEX-5 binding = C. elegans MEX-5 TCR-2 RNA binding activity. 300,000 compounds, 0.38% hits. MEX-5/FITC-TCR2 RNA binding, fluorescence polarization; hits give low values. activity score (negative = inhibition of binding), % at 10 µM. Q9XUB2;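 active means inhibition past about -25% in most replicates, and total fluorescence under double the plate's negative control median, limit read from the data; inconclusive means replicates evenly split on the limit, or fluorescence at least double controls; inactive means too little inhibition in most replicates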;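 further: 0% = DMSO and -100% = 5 µM competing unlabeled TCR2 RNA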
Target sequence (Q9XUB2 whole entry, looked up): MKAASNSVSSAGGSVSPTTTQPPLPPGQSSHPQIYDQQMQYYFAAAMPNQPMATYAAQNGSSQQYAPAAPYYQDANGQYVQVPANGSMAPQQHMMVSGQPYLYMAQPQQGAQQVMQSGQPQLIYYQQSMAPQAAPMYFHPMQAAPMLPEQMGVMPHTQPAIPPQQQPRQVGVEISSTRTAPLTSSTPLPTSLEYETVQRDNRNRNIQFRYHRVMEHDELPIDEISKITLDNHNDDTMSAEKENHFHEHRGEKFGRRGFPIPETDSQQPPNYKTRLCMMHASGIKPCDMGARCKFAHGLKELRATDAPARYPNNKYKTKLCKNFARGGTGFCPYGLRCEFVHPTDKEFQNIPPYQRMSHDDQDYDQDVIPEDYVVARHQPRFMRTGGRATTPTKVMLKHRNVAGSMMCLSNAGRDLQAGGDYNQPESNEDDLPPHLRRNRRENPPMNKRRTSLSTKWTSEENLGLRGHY
AHR act = activators of human aryl hydrocarbon receptor | P35869 | AHR-responsive luciferase reporter cells, luminescence | activation, % at 5 µM | 320,000 compounds, 2.5% hits; in the data active means activation above about 47%;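 further: 0% = vehicle wells and 100% = reference agonist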
PAFAH1B2 FP inh = inhibitors of human PAFAH1B2 | P68402 | recombinant PAFAH1B2, FP-rhodamine activity probe, fluorescence polarization | inhibition, % at 3.39 µM | 340,000 compounds, 1.2% hits;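 active means inhibition above the mean of all tested compounds plus 3 SD, cut at about 24% in these data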;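 further: 0% = enzyme with DMSO and 100% = wells lacking PAFAH1B2; many of its hits are not listed in these tables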
Target sequence (P68402 whole entry, looked up): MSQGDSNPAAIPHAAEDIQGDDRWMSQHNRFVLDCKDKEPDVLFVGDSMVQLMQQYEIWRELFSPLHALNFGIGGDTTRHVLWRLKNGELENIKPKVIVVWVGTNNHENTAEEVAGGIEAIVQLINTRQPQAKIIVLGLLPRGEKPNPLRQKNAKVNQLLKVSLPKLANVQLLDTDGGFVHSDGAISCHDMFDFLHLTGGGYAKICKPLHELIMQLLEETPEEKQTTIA
MCL1-BIM inh = disrupts human MCL1 binding to BIM-BH3 peptide; Q07820; GST-MCL1 / FITC-Bim-BH3 fluorescence polarization; inhibition, % at 10.9 µM; 320,000 compounds, 0.68% hits; AID 2057;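 active means inhibition above the mean inhibition of all tested compounds plus 3 SD, set per campaign, cut at about 40% in these data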;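 further: 0% = DMSO wells and 100% = unlabeled Bim-BH3 peptide control; higher means more loss of mP so more displacement of Bim peptide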
GLD-1 TGE inh = GLD-1-TGE RNA interaction inhibition (C. elegans). Q17339. purified GLD-1 + fluorescein TGE RNA, fluorescence polarization. inhibition, % at 5.96 µM. 320,000 compounds, 0.44% hits. AID 2280;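 active means percent inhibition above a per-plate cutoff, the plate mean of test compounds plus 3 SD, cut at about 30% in these data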;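 further: 0% = DMSO wells with GLD-1 and probe and 100% = wells lacking GLD-1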
Bcl-xL primary = Bcl-xL (human) inhibition | Q07817 | inhibition, % at 10.9 µM | 320,000 compounds, 0.7% hits | GST-Bcl-xL / FITC-Bim BH3 peptide fluorescence polarization;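 active means inhibition above the mean of all tested compounds plus 3 SD, cutoff set per campaign, cut at about 30% in these data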;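 further: 0% = DMSO wells and 100% = unlabeled Bim-BH3 peptide competitor; inhibitors lower millipolarization by displacing the labeled peptide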
Target sequence (Q07817 whole entry, looked up): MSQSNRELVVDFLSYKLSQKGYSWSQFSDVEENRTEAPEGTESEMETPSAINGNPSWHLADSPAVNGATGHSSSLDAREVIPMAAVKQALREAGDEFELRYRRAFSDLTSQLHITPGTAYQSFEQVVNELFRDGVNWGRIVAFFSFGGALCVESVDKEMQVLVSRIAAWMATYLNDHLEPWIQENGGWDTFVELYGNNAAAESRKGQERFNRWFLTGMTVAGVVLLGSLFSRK
PME-1 inh = blocks human protein phosphatase methylesterase 1 | inhibition, % at 5.9 µM | 320,000 compounds, 0.53% hits | recombinant PME-1, FP-Rh probe fluorescence polarization | Q9Y570;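 active means inhibition above the campaign mean of all compounds plus 3 SD, cut at about 26% in these data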;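 further: competitive labeling of PME-1 active site by serine hydrolase directed probe; 0% = PME-1 with DMSO and 100% = wells lacking PME-1 enzyme; inhibitors block probe labeling so polarization falls and inhibition rises; many of its hits are not listed in these tables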
* marks the source's active call; other numbers are inactive results; ? = inconclusive; nt = no result given; & = joins results of further samples. These rows are one share of the data; the hit share may differ from the screen's.

SMILES	Fam108B counter	pPAFAH inh	MEX-5 binding	AHR act	PAFAH1B2 FP inh	MCL1-BIM inh	GLD-1 TGE inh	Bcl-xL primary	PME-1 inh
CN(C)C(=Nc1ccccc1)P(=S)(N(C)C)N(C)C	-2	2	2.6	1	9	1	11	2	2
Nc1ncc2[nH]cnc2n1	2&-2	-3&3	0.8&1.8	-4&0	0&-5	9&-3	6&4	8&3	-6&-4
C[N+]1([O-])[C@@H]2CC(OC(=O)[C@H](CO)c3ccccc3)C[C@H]1[C@@H]1O[C@@H]12 (stereo not given in full)	4	0	nt	-2	-2	4	-3	-1	1
CC(C)CC(NC(=O)C1CCCCC1)C(=O)N1CCC2(CC1)OCCO2 (stereo not given)	1	3	0.7	-4	-2	-4	3	3	1
O=C(CCS(=O)(=O)c1ccc(Br)cc1)N1CCC2(CC1)OCCO2	-1	4	nt	2	4	3	-1	-2	-2
CN1C(=O)C(=Cc2ccccc2Oc2ccc(Cl)c(F)c2)C(=O)N(C)C1=O	0	6	3.3	3	2	-2	5	-1	-4
Cc1ccc2[nH]c(C)c(CCNCc3cccnc3)c2c1	-3	1	-3.2	12	-2	20	17	21	-4
COc1ccc(CN2CCN(C(=O)Cc3ccccc3)CC2)cc1Br	0	-3	1.4	-3	13	2	2	5	-4
CC(=O)OC1N=C(c2ccccc2Cl)c2cc(Br)ccc2N(C)C1=O (stereo not given)	0	-3	3.2	-2	1	0	-4	0	-1
CNc1ccc2nc3ccccc3[n+](C)c2c1	102*	88*	-42*	10	99*	185*	30	147*	116*
O=C(Cn1c(=S)[nH]c2ccccc2c1=O)N1CCC2(CC1)OCCO2	2	3	nt	2	2	4	-1	2	-2
O=C(N/N=C\C1C(=O)NC(=S)N(c2ccccc2)C1=O)c1ccc(O)cc1 (stereo not given)	-1	12	?	2	12	0	1	-3	-8
C#C[C@]1(O)CC[C@H]2[C@@H]3CCC4=CC(=O)CC[C@]4(C)[C@H]3CC[C@@]21C	-3	-1	-1.4	-4	-1	8	-1	3	0
COC(=O)C1=C(c2cc3ccccc3s2)C[C@@H]2CC[C@H]1N2C(=O)NCCNC(C)=O	-3	3	-3.5	0	0	1	-1	6	-1
O=C(Cc1ccccc1)N1CCN(Cc2ccc(F)cc2)CC1	7	1	-0.8	-3	6	9	3	5	2
CCNC(=S)N(C)CCc1cc2c(c(OC)c1C=C1C(=O)N(C)C(=O)N(C)C1=O)OCO2	2	-2	-11	7	nt	7	-3	4	-1
CCP(=S)(CC)c1ccc(N(C)C)cc1	-5	-8	-1.3	3	2	3	-3	4	-11
CCOP(=O)(OCC)C(NC(=O)c1cccc([N+](=O)[O-])c1)C(Cl)(Cl)Cl (stereo not given)	-3	5	nt	2	0	9	7	4	-3
COC(=O)C1=C(c2ccc(F)cc2OCc2ccccc2)C[C@@H]2CC[C@H]1N2C(=O)NCc1ccc(C)cc1	nt	-5	nt	1	1	7	12	1	-7
C=CCn1c(O)c(C=NCCCn2ccnc2)c(=O)[nH]c1=O	-1	4	1.7	11	2	-5	-2	-3	2
Cc1cccc([N+](=O)[O-])c1	nt	-2	nt	0	5	1	-2	4	-2
COc1ccc(OC)c(CNCCc2ccc(OC)c(OC)c2)c1	-5	-1	1.6	0	3	1	4	-5	0
CN(C)S(=O)(=O)c1cc(NC(=O)C[N+]23CCN(CC2)CC3)ccc1Cl	-1	2	0.8	-1	4	8	4	-1	-3
S=P(NC1CCCCC1)(N1CC1)N1CC1	-5	4	1.4	0	0	48*	35*	50*	1
Cc1cccc(-n2c(O)c(/C=N/N3CCOCC3)c(=O)[nH]c2=S)c1	-6	-8	1.1	6	5	-14	-13	-4	0
CC(=O)c1cn(Cc2ccc(C#N)cc2)c2ccccc12	3	5	0.0	-6	-2	4	7	4	3
Cc1cccc(-n2c(C)nc3ccccc3c2=O)c1C	-3	4	-0.2	3	-1	4	-1	1	1
CCOc1ccccc1N1C(=O)NC(=O)/C(=C/c2ccc3c4c(cccc24)CC3)C1=O	1	11	3.1	0	0	-9	-14	-10	-1
COC(=O)C1=C(c2ccc(OC)c(OC)c2)C[C@@H]2CC[C@H]1N2C(=O)N1CCC(C)CC1	nt	5	nt	-3	1	-7	7	-1	-2
COC(=O)C1=C(c2ccc(OCc3ccccc3)cc2)C[C@@H]2CC[C@H]1N2C(=O)NCc1ccc(N(C)C)cc1	nt	4	nt	-1	2	1	-2	2	6
Cc1cc(C=C2C(=O)NC(=O)NC2=O)c(C)n1-c1cccnc1	-5	3	-71*	7	5	-3	-1	-3	2
CN1CCN(C(=S)SCC(=O)Nc2ccc(Cl)cc2C(=O)c2ccccc2)CC1	3	1	-1.2	17	4	13	2	4	4
CCOC(=O)COc1ccc2c(c1)c(C(C)=O)c(C)n2Cc1ccccc1	-1	9	nt	-1	1	-3	2	-2	7
Cc1cccc(-n2c(O)c(C=Nc3ccc(Br)cn3)c(=O)[nH]c2=O)c1	12	0	2.8	3	4	-3	-12	-8	1
C[C@H]1CCC/C=C/[C@@H]2C[C@H](O)C[C@H]2[C@H](O)/C=C/C(=O)O1	-3&4	5&3	nt	-7&-9	-9&0	-2&2	0&11	4&-4	1&-1
COC(=O)C1=C(c2cccc(C#N)c2)C[C@@H]2CC[C@H]1N2C(=O)NCCc1ccccc1	nt	0	nt	-2	2	1	-1	1	1
COc1ccn(C)c(=O)c1C#N	-2	2	-0.1	1	6	3	5	0	-2
Cc1cccc(C)c1NC1=NCCCS1	-5	0	-0.2	-1	0	6	5	1	5
CC(=O)CCC(C)=O	nt	-1	nt	0	-1	-1	3	7	-3
CCC(=NCc1ccco1)c1c(O)n(-c2ccc(C)cc2)c(=O)[nH]c1=O	0	-11	0.4	0	0	-2	6	-10	-3
COc1cc(OC)c([C@H]2C=C(C)[C@H]3C[C@@H]2C3(C)C)c(OC)c1	0	5	2.3	2	7	6	5	1	-1
Clc1ccc(C(Cl)(Cl)Cl)c(Cl)c1	nt	1	nt	0	3	-1	4	8	-4
O=C(O)C1C2CCC(O2)C1C(=O)Nc1ccc(F)c(F)c1 (stereo not given)	2	-3	0.1	1	6	16	2	5	4
COc1cccc(Oc2coc3cc(OC(=O)N(C)C)ccc3c2=O)c1	2	1	-4.7	-1	6	5	1	1	3
Cc1c(C)c2ccc(OCC(=O)N3CCC(C(=O)O)(c4ccccc4)CC3)c(C)c2oc1=O	-3	-5	-2.6	-1	6	3	-7	7	-3
COc1ccc(-n2c(O)c(/C(C)=N/Nc3ccccc3)c(=O)[nH]c2=O)cc1	-2	3	0.9	6	3	-3	3	4	-2
CC(C)COc1ccc(Cc2c(O)[nH]c(=S)[nH]c2=O)cc1	-4	-5	-3.4	2	-9	-7	3	-12	-9
CCC(=Nc1ccccc1N)c1c(O)[nH]c(=O)[nH]c1=O	-2	6	-0.2	16	1	9	-6	6	4
CCCC(C)C1C(C#N)=C(N)Oc2c1c(=O)oc1ccccc21 (stereo not given)	0	2	0.5	1	-3	-1	-5	0	3
CCc1ccc(-n2c(O)c(/C=N/NC(=O)c3ccncc3)c(=O)[nH]c2=O)cc1	6	-1	-3.1	18	2	-1	-9	-3	7
COc1cccc(CN2CCCC(C(=O)c3ccccc3SC)C2)c1O (stereo not given)	-4	2	0.1	2	7	-7	-4	-4	7
CCN(CC)C(=O)c1ccc(NC(=O)COC(=O)c2ccc(Cl)s2)cc1	nt	4	nt	1	2	2	-3	0	-10
COc1ccc2c3c1OC1C(O)C=CC4[C@@H](C2)N(C)CC[C@]314 (stereo not given in full)	nt	4	nt	-1	5	nt	5	nt	nt
CCCNC(=O)N1[C@H]2CC[C@@H]1C(C(=O)OC)=C(c1cccc(Cl)c1)C2	nt	1	nt	-1	-1	-7	4	1	-4
CN1C2CCC1C(C(=O)O)C(O)C2 (stereo not given)	nt	-1	nt	-2	-1	nt	0	nt	nt
O=C(c1ccc2c(c1)OCO2)C1CCCN(Cc2ccc(F)c(F)c2)C1 (stereo not given)	-2	2	2.2	2	1	-3	-2	7	1
CN(C)C(=O)Oc1ccc2c(c1)O/C(=C\c1cccc([N+](=O)[O-])c1)C2=O	4	-3	-0.4	0	7	3	1	4	-4
COC1=CC(=O)OC(/C=C/c2ccccc2)C1 (stereo not given)	-4	-7	-1.1	-3	-3	-4	3	-7	-7
COc1cc2c(cc1O)C[C@H]1NCCc3cc4c(c-2c31)OCO4	9	25*	-21	9	10	24	15	24	-5
CN(C)CCN=Cc1c(O)n(C2CCCCCC2)c(=O)[nH]c1=O	-1	1	1.3	0	2	14	-2	3	-2

(further entries)
SMILES	Fam108B counter	pPAFAH inh	MEX-5 binding	AHR act	PAFAH1B2 FP inh	MCL1-BIM inh	GLD-1 TGE inh	Bcl-xL primary	PME-1 inh
CC(C)N1CCC2(CC1)NC(CO)(CO)CO2	-1	4	-2.7	0	-1	16	0	19	1
Cc1ccccc1-n1c(O)c(C=Nc2ccc3c(c2)OCO3)c(=O)[nH]c1=O	0	3	-0.5	21	-3	4	1	3	1
CCC(=NCc1ccco1)c1c(O)n(-c2ccccc2)c(=O)[nH]c1=O	1	3	-3.0	0	1	-1	-1	-1	3
COC(=O)c1nc(-c2ccc3c(n2)C(=O)C(N)=C(OC)C3=O)c(N)c(-c2ccc(OC)c(OC)c2O)c1C	49*	12	-2.5	-3	23	4	0	2	66*
C/C(=N\N1CCCCCC1)c1c(O)n(-c2ccccc2C)c(=O)[nH]c1=O	0	6	1.5	-2	0	2	12	4	-1
COC(=O)C1=C(c2ccc(Cl)c(C(F)(F)F)c2)C[C@@H]2CC[C@H]1N2C(=O)NCC1CC1	nt	3	nt	0	-1	8	3	5	8
C=CCn1c(O)c(/C(C)=N/N2CCN(C)CC2)c(=O)[nH]c1=O	2	2	-1.7	1	2	3	0	7	-1
C[C@H]1C(=O)O[C@@H]2CCN3CC=C(COC(=O)[C@](C)(O)[C@]1(C)O)[C@H]23	-3	3	nt	-1	3	0	1	6	5
CCN1CCN(c2ccc([N+](=O)[O-])cc2C#N)CC1	-5	2	-0.7	5	6	-8	-10	-4	1
COc1ccc(P2(=O)Nc3ccccc3N2)cc1	6	17	-36*	14	-4	52*	15	62*	12
S=C=Nc1ccccn1	5	0	3.5	46	8	0	-6	2	1
O=P(/C(=N/O)N1CCOCC1)(N1CCOCC1)N1CCOCC1	10	-2	0.9	1	0	1	10	-2	-7
O=C(N/N=C/c1c(O)n(CCc2ccccc2)c(=O)[nH]c1=O)c1ccncc1	2	5	-5.3	4	7	35	-2	8	1
O=c1c2ccccc2nc(-c2ccc([N+](=O)[O-])cc2)n1-c1ccccc1	-2	1	2.0	2	-4	4	7	6	-6
CC(=O)c1ccc(NC(=O)N2C[C@H]3C[C@@H](C2)c2cccc(=O)n2C3)cc1	-3	2	3.3	-1	1	4	-3	1	6
COc1ccc2c(c1)c(C(=O)O)c(C)n2C(C)C	2	5	4.0	1	8	1	3	4	-1
COCCn1c(O)c(/C=N/NC(=O)CSC(=S)N2CCCC2)c(=O)[nH]c1=S	nt	-2	nt	0	8	1	-15	-9	-3
COc1ccc(C2CC(c3c(O)n(CCc4ccccc4)c(=O)[nH]c3=O)=NN2)cc1OC (stereo not given)	2	11	1.9	-1	12	-4	-14	-1	0
NS(=O)(=O)c1ccc(-c2ccc(C=C3C(=O)NC(=S)NC3=O)o2)cc1	1	8	-49*	0	nt	-26	-5	-16	-3

High-throughput results from PubChem.
